TRPML3 agonist – agonists of human TRPML3 channel; HEK293 TRPML3-YFP, Fluo-8 calcium fluorescence; 100% = the carbachol control signal; 220,000 tested, 0.29% active; AID 1448; Q8TDD5; activation, % at 3 µM;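 active = activation above its plate's cutoff, the mean activation of the plate's test wells plus 3 SD, cut at about 12% in these data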;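 note: 0% = DMSO only wells and 100% = carbachol wells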
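Material: HEK293 cells stably carrying human TRPML3-YFP; compound dosing: single dose, 3 µM final nominal compound, 0.3% DMSO final; incubation: 1-h 37 °C dye load, 5-s basal, 120-s post-compound reads; technique: Fluo-8 intracellular calcium fluorescence, excitation 470-495 nm, emission 515-575 nm; read-out basis: percent activation from peak-to-basal fluorescence ratio, scaled between DMSO and carbachol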
EP2 modulator – EP2 receptor (human) modulation; induction, % at 25 µM; EP2-expressing cells, cAMP HTRF FRET, PGE2 co-stimulation; AID 940; 260,000 tested, 0.83% active; P43116;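 active = compounds whose cAMP rise, as percent of the full-agonist control response, exceeds 60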;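 note: rat C6 glioma line stably carrying human EP2 under a CMV promoter; the protocol text gives 20 µM as final concentration; 100% = response of wells given 1 µM PGE2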
Target sequence (P43116 whole entry, looked up): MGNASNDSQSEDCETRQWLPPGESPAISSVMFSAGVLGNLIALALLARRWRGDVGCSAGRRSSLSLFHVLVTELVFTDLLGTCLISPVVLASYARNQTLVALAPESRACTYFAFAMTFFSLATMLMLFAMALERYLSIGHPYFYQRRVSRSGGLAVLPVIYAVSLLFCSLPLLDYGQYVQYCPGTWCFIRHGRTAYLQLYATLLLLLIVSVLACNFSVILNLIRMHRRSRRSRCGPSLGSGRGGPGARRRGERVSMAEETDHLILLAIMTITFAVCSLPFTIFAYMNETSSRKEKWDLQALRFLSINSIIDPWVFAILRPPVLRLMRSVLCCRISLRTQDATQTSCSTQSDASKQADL
NPY Y1 blocker – antagonists of human neuropeptide Y receptor Y1. 200,000 tested, 1% active. P25929. inhibition, % at 3.6 µM. HEK293-CNG Y1 cells, membrane potential fluorescence; NPY at EC95, then isoproterenol;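 active = inhibition above the campaign mean inhibition of all tested compounds plus 3 SD, cut at about 20% in these data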;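 note: 0% = DMSO wells given NPY plus isoproterenol and 100% = isoproterenol alone without NPY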
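System: HEK293 cells with Y1 receptor plus CNG channel / Probe or stimulus: NPY 25 nM then isoproterenol 1 µM plus Ro 20-1724 25 µM / Compound: one concentration, 3.6 µM, in 0.4% DMSO / Schedule: compound incubation 1 h at room temperature, readout 45 min post-stimulation / Measured by: membrane potential fluorescence / Read-out: % inhibition of NPY effect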
NPY2 pot ag – potentiates or activates human NPY-Y2 receptor; cells expressing NPY-Y2, potentiator/agonist read-out; activation, % at 3.6 µM; 220,000 tested, 0.45% active; AID 1359; in the data active = activation above about 27%;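 note: cells stimulated with NPY near EC25 plus isoproterenol at EC100; 0% = vehicle plus submaximal agonist and 100% = vehicle plus saturating agonist; some results beyond the cut were filed as inactive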
CHOP inhibitor – blocks CHOP induction under ER stress | CHO-K1 CHOP-promoter luciferase, tunicamycin-induced, 15-18 h | inhibition, % at 10 µM | 220,000 tested, 3.8% active;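 active = compounds that reduced the stress-induced luciferase reporter signal by more than about 70% of percent inhibition, limit read from the data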;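 note: 0% = tunicamycin plus vehicle and 100% = wells without tunicamycin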
S1P4 antag – human S1P4 receptor antagonism; S1P4-expressing cells, antagonist mode, reporter read-out; O95977; inhibition, % at 4.98 µM; 220,000 tested, 0.26% active; AID 1510; in the data active = inhibition above about 29%;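 note: 0% = wells stimulated with agonist and 100% = vehicle wells without agonist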
Target sequence (O95977 whole entry, looked up): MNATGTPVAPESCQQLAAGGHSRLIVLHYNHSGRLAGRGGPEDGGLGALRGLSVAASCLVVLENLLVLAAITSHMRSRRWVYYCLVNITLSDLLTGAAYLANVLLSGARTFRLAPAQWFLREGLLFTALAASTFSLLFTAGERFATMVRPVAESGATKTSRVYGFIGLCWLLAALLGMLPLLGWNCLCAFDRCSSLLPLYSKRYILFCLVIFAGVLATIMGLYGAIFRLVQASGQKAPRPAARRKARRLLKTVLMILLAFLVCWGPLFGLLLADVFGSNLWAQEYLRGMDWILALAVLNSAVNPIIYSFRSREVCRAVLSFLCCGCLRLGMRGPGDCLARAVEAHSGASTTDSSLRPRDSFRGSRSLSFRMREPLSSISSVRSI
S1P4 agonist – agonists of human S1P4 receptor; O95977; S1P4-expressing cell line, agonist reporter assay; activation, % at 4.98 µM; 220,000 tested, 0.35% active; AID 1509; in the data active = activation above about 11%;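 note: 0% = DMSO vehicle and 100% = reference agonist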
NPY1 pot ag – potentiators or agonists of human neuropeptide Y receptor Y1; P25929; NPY-Y1 expressing cells, potentiator/agonist activation; activation, % at 3.6 µM; 220,000 tested, 0.37% active; AID 1304; in the data active = activation above about 33%, passing the limit was not always enough;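 note: cells stimulated with NPY at EC10 then isoproterenol at EC100; 0% = low agonist plus stimulus and 100% = saturating agonist plus stimulus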
zfTRPN1 agonist – zebrafish TRPN1 (NompC) channel agonism. HEK293 zebrafish TRPN1-YFP, Fluo-8 calcium fluorescence; 100% = response to 87 µM carbachol. activation, % at 3 µM. 220,000 tested, 0.18% active;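 active = activation above its plate's cutoff, the mean activation of test wells on that plate plus 3 SD, cut at about 19% in these data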;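 note: 0% = DMSO alone and 100% = 87 µM carbachol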
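Material: zebrafish TRPN1-YFP in HEK293 cells; Doses: single test compound dose, 3 µM nominal, 0.3% DMSO; Timing: dye loading 1 h at 37 °C, then 30 min room temperature; Technique: intracellular calcium fluorescence with Fluo-8; Benchmarks: high carbachol 87 µM, low DMSO alone.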
The depositor's hits bear a star; & = joins results of further samples.

What do the screens show for `COc1ccc(-c2noc(CCC(=O)NCCN(C)Cc3ccccc3)n2)cc1`?
TRPML3 agonist: 0.5; EP2 modulator: -11; NPY Y1 blocker: 7; NPY2 pot ag: -9; CHOP inhibitor: 21; S1P4 antag: -5; S1P4 agonist: -1.7; NPY1 pot ag: -4; zfTRPN1 agonist: -2.6

How did O=C(COc1ccc(Cl)cc1)N(Cc1ccccc1)c1nc(-c2ccccc2)cs1 do in these assays?
TRPML3 agonist: 0.0; EP2 modulator: 13; NPY Y1 blocker: -7; NPY2 pot ag: -2; CHOP inhibitor: 103*; S1P4 antag: -20; S1P4 agonist: 1.5; NPY1 pot ag: 10; zfTRPN1 agonist: -0.1

How did O=C(c1ccc([N+](=O)[O-])cc1)N(Cc1ccc(Cl)cc1Cl)N1C(=O)CCCC1=O do in these assays?
TRPML3 agonist: 16*; EP2 modulator: -67; NPY Y1 blocker: 0; NPY2 pot ag: 11; CHOP inhibitor: 11; S1P4 antag: -7; S1P4 agonist: 3.4; NPY1 pot ag: 31; zfTRPN1 agonist: 2.0

What do the screens show for `CCN1CCN(C(c2cccs2)C(C)NS(=O)(=O)c2ccc(F)cc2)CC1` (configuration not stated)?
TRPML3 agonist: 0.4; EP2 modulator: 3; NPY Y1 blocker: 11; NPY2 pot ag: -8; CHOP inhibitor: 73*; S1P4 antag: 8; S1P4 agonist: -1.4; NPY1 pot ag: -6; zfTRPN1 agonist: 0.0

Results for CCOc1cc(C(=O)N2CCN(C/C=C/c3ccccc3)CC2)cc(OCC)c1OCC ?
TRPML3 agonist: -0.2; EP2 modulator: -20; NPY Y1 blocker: 7; NPY2 pot ag: -12; CHOP inhibitor: 2; S1P4 antag: -20; S1P4 agonist: -1.9; NPY1 pot ag: -14; zfTRPN1 agonist: -0.3

How did CC(C)P(=O)(c1cccc(C(=O)O)c1)C(C)C do in these assays?
TRPML3 agonist: 0.7; EP2 modulator: 28; NPY Y1 blocker: 2; NPY2 pot ag: 17; CHOP inhibitor: 14; S1P4 antag: -5; S1P4 agonist: -0.3; NPY1 pot ag: 14; zfTRPN1 agonist: 0.4

Results for CCCN1CCN(CCCNC(=O)C2CCCN(c3nnc(-n4cccc4)s3)C2)CC1 (configuration not stated) ?
TRPML3 agonist: 0.4; EP2 modulator: -4; NPY Y1 blocker: -2; NPY2 pot ag: 16; CHOP inhibitor: -10; S1P4 antag: -24; S1P4 agonist: 1.3; NPY1 pot ag: -3; zfTRPN1 agonist: -0.2

How did Cc1cccnc1NC(=S)NCCc1ccccc1 do in these assays?
TRPML3 agonist: 0.1; EP2 modulator: -8; NPY Y1 blocker: 3; NPY2 pot ag: -5; CHOP inhibitor: -56; S1P4 antag: 1; S1P4 agonist: 4.0; NPY1 pot ag: -10; zfTRPN1 agonist: -1.0

What do the screens show for `O=S(=O)(Nc1nc2ccccc2nc1N1CCc2ccccc2C1)c1ccc(Br)cc1`?
TRPML3 agonist: 0.5; EP2 modulator: 5; NPY Y1 blocker: 5; NPY2 pot ag: 19; CHOP inhibitor: 18; S1P4 antag: 7; S1P4 agonist: -0.3; NPY1 pot ag: -11; zfTRPN1 agonist: -0.5

Results for COc1cc(/C=C(\C#N)c2ccccn2)ccc1OCc1ccc(Cl)cc1 ?
TRPML3 agonist: 0.0; EP2 modulator: -11; NPY Y1 blocker: 2; NPY2 pot ag: -3; CHOP inhibitor: 1; S1P4 antag: 3; S1P4 agonist: 0.8; NPY1 pot ag: -15; zfTRPN1 agonist: 0.0

What do the screens show for `Cc1ccccc1Nc1c(-c2ccccc2)nc2ncccn12`?
TRPML3 agonist: -1.0; EP2 modulator: 4; NPY2 pot ag: 23; CHOP inhibitor: 1; S1P4 antag: 14; S1P4 agonist: -3.9; NPY1 pot ag: 46; zfTRPN1 agonist: -2.7

What do the screens show for `O=C(Nc1ccc(Cl)cc1Cl)N1CCN(c2ncccn2)CC1`?
TRPML3 agonist: 2.4; EP2 modulator: -41&-15; NPY Y1 blocker: 1; NPY2 pot ag: 1; CHOP inhibitor: 7; S1P4 antag: -14; S1P4 agonist: -0.7; NPY1 pot ag: -12; zfTRPN1 agonist: 2.5

How did O=C(Cc1ccccc1[N+](=O)[O-])N1CCc2ccccc2C1 do in these assays?
TRPML3 agonist: 0.2; EP2 modulator: 3; NPY Y1 blocker: 7; NPY2 pot ag: 7; CHOP inhibitor: 7; S1P4 antag: 0; S1P4 agonist: 1.1; NPY1 pot ag: 17; zfTRPN1 agonist: 0.6

What do the screens show for `Cc1ccccc1N(CC(=O)NCCSCc1ccco1)S(C)(=O)=O`?
TRPML3 agonist: -0.8; EP2 modulator: -6; NPY Y1 blocker: 1; NPY2 pot ag: -8; CHOP inhibitor: 14; S1P4 antag: -6; S1P4 agonist: -1.8; NPY1 pot ag: 6; zfTRPN1 agonist: 2.4

What do the screens show for `CC1=C(C(=O)Nc2ccccc2C)C2(CCCC2)C(C(N)=O)C(=O)N1` (configuration not stated)?
TRPML3 agonist: -0.4; EP2 modulator: 1; NPY Y1 blocker: -5; NPY2 pot ag: -1; CHOP inhibitor: 1; S1P4 antag: -16; S1P4 agonist: 1.9; NPY1 pot ag: -12; zfTRPN1 agonist: -0.8

What do the screens show for `CC1CCCCC1N1CN=C(Nc2nc3ccccc3s2)NC1` (configuration not stated)?
TRPML3 agonist: 1.0; EP2 modulator: -16; NPY Y1 blocker: 0; NPY2 pot ag: 1; CHOP inhibitor: 67; S1P4 antag: -5; S1P4 agonist: -2.3; NPY1 pot ag: 30; zfTRPN1 agonist: 2.2

What do the screens show for `O=C(NNS(=O)(=O)c1ccc(CCCl)cc1)C(O)(c1ccccc1)c1ccccc1`?
TRPML3 agonist: -0.5; EP2 modulator: 16; NPY Y1 blocker: -2; NPY2 pot ag: 3; CHOP inhibitor: -2; S1P4 antag: -4; S1P4 agonist: -0.4; NPY1 pot ag: 16; zfTRPN1 agonist: -0.7

Results for COc1ccc(NC(=O)C2=C(C)NC(=O)NC2c2cccs2)c(OC)c1 (configuration not stated) ?
TRPML3 agonist: 0.9; EP2 modulator: 32; NPY Y1 blocker: 1; NPY2 pot ag: 11; CHOP inhibitor: 9; S1P4 antag: 23; S1P4 agonist: -1.2; NPY1 pot ag: 20; zfTRPN1 agonist: 2.0

Results for CCNC(=O)CC1SC(=Nc2ccc(Cl)cc2)N(CC)C1=O (configuration not stated) ?
TRPML3 agonist: -0.1; EP2 modulator: -71; NPY Y1 blocker: 10; NPY2 pot ag: 12; CHOP inhibitor: -2; S1P4 antag: -1; S1P4 agonist: 0.1; NPY1 pot ag: 6; zfTRPN1 agonist: -2.2

What do the screens show for `CCCNC(=O)c1ccc2c(=O)n(Cc3ccco3)c(=S)[nH]c2c1`?
TRPML3 agonist: 0.7; EP2 modulator: -40; NPY Y1 blocker: 0; NPY2 pot ag: 1; CHOP inhibitor: 1; S1P4 antag: 5; S1P4 agonist: -1.5; NPY1 pot ag: 0; zfTRPN1 agonist: 0.0

4 structures from above, sorted by molar mass, ascending.
What do the screens show for `O=C(Nc1ccc(Cl)cc1Cl)N1CCN(c2ncccn2)CC1`?
TRPML3 agonist: 2.4; EP2 modulator: -41&-15; NPY Y1 blocker: 1; NPY2 pot ag: 1; CHOP inhibitor: 7; S1P4 antag: -14; S1P4 agonist: -0.7; NPY1 pot ag: -12; zfTRPN1 agonist: 2.5

Results for COc1ccc(NC(=O)C2=C(C)NC(=O)NC2c2cccs2)c(OC)c1 (configuration not stated) ?
TRPML3 agonist: 0.9; EP2 modulator: 32; NPY Y1 blocker: 1; NPY2 pot ag: 11; CHOP inhibitor: 9; S1P4 antag: 23; S1P4 agonist: -1.2; NPY1 pot ag: 20; zfTRPN1 agonist: 2.0

Results for COc1cc(/C=C(\C#N)c2ccccn2)ccc1OCc1ccc(Cl)cc1 ?
TRPML3 agonist: 0.0; EP2 modulator: -11; NPY Y1 blocker: 2; NPY2 pot ag: -3; CHOP inhibitor: 1; S1P4 antag: 3; S1P4 agonist: 0.8; NPY1 pot ag: -15; zfTRPN1 agonist: 0.0

Results for CCCN1CCN(CCCNC(=O)C2CCCN(c3nnc(-n4cccc4)s3)C2)CC1 (configuration not stated) ?
TRPML3 agonist: 0.4; EP2 modulator: -4; NPY Y1 blocker: -2; NPY2 pot ag: 16; CHOP inhibitor: -10; S1P4 antag: -24; S1P4 agonist: 1.3; NPY1 pot ag: -3; zfTRPN1 agonist: -0.2

(continued)
Results for O=C(COC(=O)c1ccc[nH]c1=O)NC1CCCCCCC1 ?
TRPML3 agonist: 0.5; EP2 modulator: 14; NPY Y1 blocker: -1; NPY2 pot ag: -9; CHOP inhibitor: -2; S1P4 antag: 8; S1P4 agonist: 0.2; NPY1 pot ag: 2; zfTRPN1 agonist: 0.6

What do the screens show for `Cc1ccc(NC(=S)Nc2cccc3cnccc23)cc1C`?
TRPML3 agonist: 0.2; EP2 modulator: -83; NPY Y1 blocker: -6; NPY2 pot ag: -22; CHOP inhibitor: 4; S1P4 antag: 7; S1P4 agonist: -0.6; NPY1 pot ag: -3; zfTRPN1 agonist: -1.2

Results for O=C(NCc1ccco1)C1CC(c2c(Cl)cccc2Cl)=NO1 (configuration not stated) ?
TRPML3 agonist: -0.2; EP2 modulator: -23; NPY Y1 blocker: 2; NPY2 pot ag: 0; CHOP inhibitor: -1; S1P4 antag: -2; S1P4 agonist: -0.7; NPY1 pot ag: 14; zfTRPN1 agonist: 0.3

What do the screens show for `COc1ccccc1N(CC(O)Cn1nc(C)cc1C)S(=O)(=O)c1ccccc1` (configuration not stated)?
TRPML3 agonist: 0.1; EP2 modulator: 7; NPY Y1 blocker: -2; NPY2 pot ag: 6; CHOP inhibitor: 28; S1P4 antag: -28; S1P4 agonist: 1.0; NPY1 pot ag: 19; zfTRPN1 agonist: 0.2

Results for O=[N+]([O-])c1ccc(COc2ccc(Br)cc2CN2CCOCC2)cc1 ?
TRPML3 agonist: 0.4; EP2 modulator: 5; NPY Y1 blocker: 8; NPY2 pot ag: 1; CHOP inhibitor: 12; S1P4 antag: 1; S1P4 agonist: 1.3; NPY1 pot ag: -6; zfTRPN1 agonist: -1.1

How did O=C(COC(=O)C12CC3CC(CC(C3)C1)C2)NC12CC3CC(CC(C3)C1)C2 do in these assays?
TRPML3 agonist: -0.8; EP2 modulator: 31; NPY Y1 blocker: -2; NPY2 pot ag: -9; CHOP inhibitor: 76*; S1P4 antag: -16; S1P4 agonist: 0.9; NPY1 pot ag: -5; zfTRPN1 agonist: -1.5

What do the screens show for `COc1ccccc1NC(=O)N1CCN(c2ccc3nnc(-c4ccc(F)cc4)n3n2)CC1`?
TRPML3 agonist: -0.6; EP2 modulator: 19; NPY2 pot ag: -1; CHOP inhibitor: 44; S1P4 antag: 10; S1P4 agonist: -0.4; NPY1 pot ag: -15; zfTRPN1 agonist: -0.8

This is a random part of the collection (roughly 6.5% active in at least one column).
